Compound activity (PubChem BioAssay)
IL-1B inflam inh: inhibitors of inflammasome signaling (IL-1 beta secretion) | activity change, % at 57.5 µM | 4.7% of 360,000 active | AID 743279 | THP-1 LPS/ATP IL-1B secretion, AlphaLISA, 16 h; active compounds read low; in the data active means activity change below about -50%; inconclusive means mostly about -30% to -49%; further: on the % scale 0 is the no-effect control and ±100 the full control effect
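Secreted IL-1B measured by AlphaLISA bead assay after 16 h compound exposure of THP-1 cells; compounds (final up to 57.5 uM) added 1 h before LPS (250 ng/mL) and ATP (1.25 mM) stimulation; lower signal means less secretion.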
HT1080-NT tox: kills 2HG-producing HT-1080-NT fibrosarcoma cells; HT-1080-NT fibrosarcoma viability, CellTiter-Glo ATP luminescence, 48 h; Potency, µM (titrated, usually from 46.1 µM), for inactives: top-dose activity, negative = less viability, most hits filed as cytotoxic; 1.6% of 360,000 active; AID 686970;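 further: NT is the 2HG producing partner of a matched IDH1 knockdown line; potency means the concentration at half of the fitted maximal effect; 0% = DMSO-treated cells and -100% = media-only wells without cells; nearly all actives have a fitted effect of over 55% in size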
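A 48-hour cytotoxicity screen used HT-1080-NT cells plated 2 hours before compound delivery. ATP-based CellTiter-Glo luminescence measured viability, normalized to DMSO and no-cell controls.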
HT1080 IDH1KD tx: toxicity to HT-1080 IDH1 knockdown cells (counter line); HT-1080 IDH1 knockdown viability, ATP luminescence, 48 h; AID 686971; 2% of 360,000 active; Potency, µM (highest dose often 46.1 µM), for inactives: top-dose activity, negative = toxicity, most hits filed as cytotoxic;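 further: potency means the concentration at half of the fitted maximal effect; 0% = DMSO wells and -100% = cell-free medium wells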
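After a 2 h attachment period, IDH1KD HT-1080 cells took pin-transferred compound for 48 h at 37 °C; ATP-based luminescence after 10 min room-temperature reagent incubation reported viability.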
MCF10A rereplic: inducers of DNA re-replication in MCF 10A breast cells | Potency, µM (series often up to 46.1 µM), without a hit: at the top dose activity, positive = re-replication, actives largely listed as activators | 2.9% of 350,000 active | MCF 10A DNA re-replication, Hoechst nuclear intensity, 48 h | AID 624296; further: potency means the concentration at half of the fitted maximal effect; % of control where 0% means no effect; nearly all actives have a fitted effect of over 50% in size
S2 tox: reduces viability in counter-screen for ATXN expression inhibitors. S2 cells (HEK-293 line with an ATXN2-luciferase reporter) viability, CellTiter-Fluor protease fluorescence, 24 h. Potency, µM (top dose mostly 56.7 µM), most hits filed as cytotoxic. 0.49% of 400,000 active; further: potency means the concentration at half of the fitted maximal effect; nearly all actives have a fitted effect of over 40% in size
ATXN2 expr inh: reduces ATXN2 reporter expression in HEK-293 cells | Potency, µM (series often up to 57 µM), inactives show at the highest dose activity change, negative = inhibition, hits mostly inhibitors | 0.72% of 360,000 active | HEK-293 ATXN2-luciferase reporter, luminescence, 24 h | AID 1745845; further: potency means the concentration at half of the fitted maximal effect; on the % scale 0 is the no-effect control and ±100 the full control effect; nearly all actives have a fitted effect of over 55% in size
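ATXN2-luciferase reporter cells (luciferase flanked by upstream and downstream ATXN2 gene portions) were treated 24 h at 37 °C with compounds at up to 57 uM. SteadyGlo luminescence gave expression; GF-AFC fluorescence gave viability.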
HepG2 tox: counter-screen for TGF-b inhibitors: cytotoxicity in HepG2 cells | 0.76% of 410,000 active | Potency, µM (highest dose often 46.1 µM), without a hit: at the highest dose activity change, negative = cytotoxicity, actives largely listed as cytotoxic | HepG2 CAGA-GFP viability, ATP luminescence, 18 h; further: potency means the concentration at half of the fitted maximal effect; some results filed as inactive show a strong effect at the top dose
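CellTiter-Glo luminescence gave cytotoxicity after 18 hours at 37 degrees C. The cells were HepG2 CAGA-GFP in 1% FBS DMEM, stimulated with 500 pg/mL TGF-beta after compound addition. %Activity was normalised to no-cell wells (complete cell-killing) and DMSO (no toxicity), and curves were fitted and classified.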
KB-3-1 cytotox: KB-3-1 parental cell cytotoxicity. KB-3-1 viability, CellTiter-Glo ATP luminescence, 72 h. 1.4% of 400,000 active. Potency, µM (highest dose often 46.1 µM), for the others: at the top dose activity change, negative = cytotoxic, most hits filed as cytotoxic; further: potency means the concentration at half of the fitted maximal effect; on the % scale 0 is the no-effect control and ±100 the full control effect; nearly all actives have a fitted effect of over 60% in size
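Cytotoxicity measured as CellTiter-Glo luminescence after 72 h at 37 C. Compound titrations were pinned onto drug-naive KB-3-1 parental adenocarcinoma cells grown in DMEM with 10% FBS, and normalized data fitted to concentration-response curves.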
SW480 rerep: inducers of DNA re-replication in SW480 colon cancer cells. Potency, µM (series often up to 46.1 µM), without a hit: at the top dose re-replication activation, actives largely listed as activators. SW480 DNA re-replication, Hoechst DNA content imaging, 48 h. 1.8% of 340,000 active; further: potency means the concentration at half of the fitted maximal effect; % of control where 0% means no effect; nearly all actives have a fitted effect of over 55% in size
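Compounds, transferred as 23 nL by pin tool, were incubated with cells for 48 hr; DNA content per nucleus was then quantified by Hoechst staining and fluorescence plate imaging.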
* hit, by the source's call; i = inactive; ? = inconclusive; . = not tested or not shown; & = joins results of further samples; [ ] = remark or other dose. Unless noted, the call rests on the fitted dose curve; in most records, active means well fitted curve in the direction sought with a large enough effect; inconclusive means small, poorly fitted or top-dose-only effect, or another doubt; inactive means no such curve, though single readings can be large; an effect the other way counts as inactive or inconclusive.

SMILES	IL-1B inflam inh	HT1080-NT tox	HT1080 IDH1KD tx	MCF10A rereplic	S2 tox	ATXN2 expr inh	HepG2 tox	KB-3-1 cytotox	SW480 rerep
Nc1c(N(Cc2ccco2)C(=O)COc2ccccc2)c(=O)[nH]c(=O)n1Cc1ccccc1	-11	5%[9.24 µM]	6%	1%	i	8%	0%	-1%	-7%
CS(=O)(=O)Nc1ccc(C2=NN(S(C)(=O)=O)C(c3ccc4nccnc4c3)C2)cc1 (stereo not given)	1	1%	5%	2%	i	9%	1%	6%	4%
CSCCC(NC(=O)c1occc1C)C(=O)O (stereo not given)	0	-1%	4%	?	i	1%	-6%	1%	-7%
COC(=O)c1cccc(C23CC4(C2)[C@H](CN(Cc2ccc(C(F)(F)F)cc2)[C@@H]4c2ccccc2)C3c2ccc(C(F)(F)F)cc2)c1 (stereo not given in full)	36	-11%	-28%	0%	i	-7%	-30%	13µM*	0%[9.22 µM]
O=[N+]([O-])c1ccc2c(c1)nnn2-c1ccccc1	-12	27%	9%	-1%	i	10%	3%	?	6%
Cc1ccc(S(=O)(=O)N2CCN(C(=O)c3ccnn3C)CC2)cc1C	16	-2%	1%	2%	i	4%	-4%	-8%	-1%
CN1CCN(NC(=O)c2cccc(Br)c2)CC1	22	-3%	18%	0%	i	8%	13%	-5%	-1%
CC1CCCC(C)N1C(=O)COc1ccccc1F (stereo not given)	-4	0%	3%	21%	i	4%	1%	-4%	-3%
O=C(NCc1nnnn1-c1ccc(Cl)cc1)c1ccc2c(c1)OCO2	?	1%	0%	.	i	.	-13%	8%	.
COc1ccc(N=C2C(=Nc3ccc(OC)cc3)N(c3ccc(OC)cc3)C(=S)N2c2ccccc2)cc1	-20	?	4%	-14%	?	30%	-11%	19%	-7%
COc1ccc(CC2(CO)CCN(Cc3ccncc3)CC2)cc1	36	-19%	-16%	?	i	3%	7%	-1%	1%
COc1ccc(NC(=O)c2ccc(=O)oc2)cc1	20	?	-26%	?	i	-14%	-3%	-1%	?
Cc1cc(C)n(CCNC(=O)C2CCC(=O)N(Cc3ccc(Cl)cc3)C2)n1 (stereo not given)	3	8%	15%	-3%	i	6%	3%	7%	9%
COc1ccc(CCNC(=O)C2CCN(S(=O)(=O)c3cccc4nonc34)CC2)cc1OC	-20	?	?	-2%	i	-6%	-11%	2%	2%
CCOc1ccc(NC(=S)N(CCOC)C2CCN(C(C)C)CC2)cc1	-17	-2%	0%	-9%	i	.	-7%	2%	-13%
NC1=NC(=Nc2cccc(S(N)(=O)=O)c2)c2ccccc21	?	-8%	-1%	3%	i	.	-32%	1%	-4%
COC(=O)\C(C(C)=O)=C(/C=C/C=C/N(C)C)N(C)C	14	2%	5%	?	?	-4%	-30%	11%	-9%
CN(C(=O)CSc1ccncc1)C1CCCN(Cc2ccccc2F)C1 (stereo not given)	15	-1%	0%	-17%	i	-8%	6%	-5%	1%
Cn1nc(CSc2ccccc2)c(C=O)c1Cl	14	4%	-21%	-5%	i	-12%[11.3 µM]	-3%	2%	9%
c1cc2c3c(cccc3c1)NC1(CCC3(CC1)Nc1cccc4cccc(c14)N3)N2	-30	21µM*	?	?	.	.	-1%	-27%	?
CCN(CC)CCNC(=O)Cn1c(C)cc2ccccc2c1=O	-10	5%	20%	14%	i	0%	5%	11%	-5%
Cc1ccc(Cn2c(C)c(C(=O)NCc3ccc4c(c3)OCO4)sc2=O)cc1	?	-17%	0%	.	i	-8%	-6%	-4%	.
Cc1cnc(NC(=O)C2(C)CCN2C(=O)C(C)C)s1 (stereo not given)	24	14%	?	.	i	20%	-2%	0%	.
N#C/C(=N\Nc1c(Cl)cccc1Cl)C(=O)NN	-14	23%	20%	-14%	?	6%	7%	15µM*	-3%
Brc1ccccc1/C=N/Nc1ccccn1	-2	1%	1%	4%	i	39%[activator]	-6%	-2%	-16%
CC(C)OCCCNC(=O)CN1C(=O)c2ccccc2Sc2ncccc21	.	.	.	.	i	4%	0%	-11%	.
COc1ccc(C(=O)CSc2nnc(NC(=O)C3CC(=O)N(c4ccccc4)C3)s2)cc1 (stereo not given)	10	12%	5%	6%	i	7%	10%	14%	2.9µM*
Cc1nc(-c2cccc(F)c2)sc1CCNC(=O)C(=O)Nc1ccc2c(c1)OCO2	.	.	.	.	i	-4%	-20%	7%	.
O=C(Nn1cnnc1)c1ccc(OC(F)(F)C(F)C(F)(F)F)cc1 (stereo not given)	-3	-4%	-2%	28%	i	4%	-4%	-3%	3%
O=C(CSc1nnc(-c2ccco2)o1)c1ccc(F)c(F)c1	-6	9%	2%	2%	i	7%	2%	3%	6%
COc1ccc(CCNC(=O)c2cc(-c3ccc4c(c3)OCO4)on2)cc1OC	18	5%	13%	-10%	i	4%	7%	0%	-2%
COc1ccc(NC(=O)N(C)C[C@H]2OCc3cn(nn3)CCCC(=O)N([C@@H](C)CO)C[C@@H]2C)cc1	17	8%	10%	.	?	8%	-4%	28%	.
COCCCNC(=O)C1CCC(CNS(=O)(=O)c2ccc(OC)cc2)CC1 (stereo not given)	-6	?	12%	4%	i	-10%	-19%&-20%	-5%&5%	0%
CC1CCc2cc(F)ccc2N1C(=O)CSc1nnc2c(n1)[nH]c1ccc(F)cc12 (stereo not given)	-5	-29%	-29%	17%	.	?	-3%	-1%	-3%
COc1ccc(CN(C)CC(=O)Nc2c(C)cccc2C)c(OC)c1	-10	-6%	-8%	2%	i	?	-16%	-15%	-18%
CC(C)CCn1c(N2CCCC2)nc2c1c(=O)n(C)c(=O)n2C	43	-3%	-7%	18%	i	.	-4%	-12%	-3%
C/C(=N/OC(=O)C1CC1)c1cc(-c2ccc(Cl)cc2)no1	-13	-17%	-1%	-9%	.	45%[activator]	-20%	-26%	11%
O=C(NC1CCCCCC1)c1ccco1	3	0%	1%	-3%	i	.	14%	1%	-9%
COc1ccc(C2C(=O)c3ccccc3C2=O)cc1	4	18%	-2%	-2%&17%&9%	i	-20%&16%	-42%	0%	-26%&1%&-9%
CC(C)CCN(C(=O)c1csnn1)C(C(=O)NC1CCCCC1)c1ccc(F)cc1 (stereo not given)	-57*	-29%	-8%	2%	i	-20%	-10%	?	1%
CCOC(=O)C[C@H]1c2ccccc2S(=O)(=O)N1Cc1cc(OC)c(OC)c(OC)c1	0	-2%	-2%	-1%	i	1%	-63%&-1%	0%&-8%	-6%
CCCN(C(=O)c1cccs1)c1c(N)n(Cc2ccccc2)c(=O)[nH]c1=O	1	1%[9.24 µM]	6%	17%	i	11%	10%	?	-40%
CN(C)S(=O)(=O)N1CCN(c2ccccc2)CC1	-16	-6%	-4%	1%	i	-1%	-3%	-8%	-4%
O=S(=O)(Nc1nc2ccccc2nc1Nc1ccc2c(c1)OCO2)c1ccc(F)cc1	15	4%	1%	11%	i	10%	22%	?	2%
CCc1noc(C)c1C(=O)N(C)CC(=O)Nc1ccccc1C(F)(F)F	-2	9%	11%	0%	i	9%	9%	1%	-39%[inhibitor]
C[C@@H]1COC(=O)[C@H](Cc2ccc(F)cc2)C/C=C\C[C@@H](CC(=O)NCCO)C(=O)N1	6	9%	6%	17%	i	10%	6%	-6%	2%
FC(F)c1nnc2ccc(Cl)nn12	?	2%	8%	7%	i	0%	-14%	-4%	-5%
O=C1CCCC(=O)C1=C1SCCS1	6	2%	13%	0%	?	5%	3%	2%	3%
Cc1ccc(N/C=C/C(=O)c2sc(-c3ccccc3)nc2C)cc1	-5	?	?	9.2µM*	i	2%	4%	?	14%
Cc1nnc(SCc2c(Cl)cccc2Cl)n(N)c1=O	-10	-28%	-17%	5%	i	3%	-3%	1%	-4%
Cc1ccc(CNC(=O)C(OC(=O)c2cccs2)C(C)C)cc1 (stereo not given)	-2	-1%	0%	-18%	i	2%	-34%	23%	12%
Brc1ccc(-c2cn3ccccc3n2)cc1	16	-11%	-20%	11%	i	6%	-6%	-5%	-10%
CC1=C(C(=O)N(C(C)C)C(C)C)CC(CC(=O)NCCN2CCOCC2)C(=O)N1CCCN1CCCC1=O (stereo not given)	-19	16%	12%	.	i	3%	-16%	0%	.
CC1=C(C(=O)OCc2ccccc2)C(c2ccc(C)cc2)NC(=O)N1 (stereo not given)	-11	-5%	-3%	.	i	.	-28%	-7%	.
COc1cccc2cc(C(=O)Nc3ccc(F)cc3)c(=Nc3ccc(C(=O)O)cc3)oc12	26	2%	-6%	-10%	?	5%	-9%	7%	-30%
Cc1cccc(-c2nc(Cn3c(SCc4cccc(C(F)(F)F)c4)nc4ccncc43)c(C)o2)c1	.	.	.	.	?	-36%	-41%	-15%	.
CCc1ccc(Nc2nc(C)cc(C)c2C(N)=O)cc1	10	1%	1%	-1%	i	5%	3%	-1%	-9%[9.22 µM]
CCc1cccc(NC(=O)C2CCCN2C(=O)Nc2ccc(C)cc2)c1 (stereo not given)	20	-12%	-7%	-13%	i	-9%	2%	0%	-34%[inhibitor]

One compound at a time, from the list above. Order of screens: IL-1B inflam inh	HT1080-NT tox	HT1080 IDH1KD tx	MCF10A rereplic	S2 tox	ATXN2 expr inh	HepG2 tox	KB-3-1 cytotox	SW480 rerep
`CC1=C(C(=O)OCc2ccccc2)C(c2ccc(C)cc2)NC(=O)N1` (stereo not given) as listed: -11	-5%	-3%	.	i	.	-28%	-7%	.
`Cc1cccc(-c2nc(Cn3c(SCc4cccc(C(F)(F)F)c4)nc4ccncc43)c(C)o2)c1` as listed: .	.	.	.	?	-36%	-41%	-15%	.
`Cc1nnc(SCc2c(Cl)cccc2Cl)n(N)c1=O` as listed: -10	-28%	-17%	5%	i	3%	-3%	1%	-4%
`C[C@@H]1COC(=O)[C@H](Cc2ccc(F)cc2)C/C=C\C[C@@H](CC(=O)NCCO)C(=O)N1` as listed: 6	9%	6%	17%	i	10%	6%	-6%	2%
